Bioassay records deposited in PubChem by Broad Institute.
IDH1 R132H inh: inhibitors of IDH1 R132H reductase, primary screen, biochemical, plate reader, single point. 70,000 tested, 0.18% active. Isocitrate dehydrogenase [NADP] cytoplasmic (Homo sapiens), O75874. inhibition, % at 10 µM. diaphorase/resazurin fluorescence, 60 min. AID 624101, 2012; in the data active = inhibition above about 34%;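 note: 0% = DMSO and 100% = no enzyme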
PRC2 inh: EZH2/PRC2 methyltransferase inhibitors, primary screen, biochemical, DELFIA time-resolved fluorescence, single point; Histone-lysine N-methyltransferase EZH2 (Homo sapiens), Q15910; PRC2 H3K27 methylation, DELFIA TRF, 1 h; inhibition, % at 12.5 µM; 57,000 tested, 0.35% active; AID 651548, 2012;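 active = mean inhibition of replicates at least 50% and every single replicate also reaching 50%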;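 note: dimethyl H3K27 on biotinylated H3 21-44 peptide detected by antibody; plate controls were median neutral control wells for no effect and median positive control wells for full effect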
Target sequence (Q15910 whole entry, looked up): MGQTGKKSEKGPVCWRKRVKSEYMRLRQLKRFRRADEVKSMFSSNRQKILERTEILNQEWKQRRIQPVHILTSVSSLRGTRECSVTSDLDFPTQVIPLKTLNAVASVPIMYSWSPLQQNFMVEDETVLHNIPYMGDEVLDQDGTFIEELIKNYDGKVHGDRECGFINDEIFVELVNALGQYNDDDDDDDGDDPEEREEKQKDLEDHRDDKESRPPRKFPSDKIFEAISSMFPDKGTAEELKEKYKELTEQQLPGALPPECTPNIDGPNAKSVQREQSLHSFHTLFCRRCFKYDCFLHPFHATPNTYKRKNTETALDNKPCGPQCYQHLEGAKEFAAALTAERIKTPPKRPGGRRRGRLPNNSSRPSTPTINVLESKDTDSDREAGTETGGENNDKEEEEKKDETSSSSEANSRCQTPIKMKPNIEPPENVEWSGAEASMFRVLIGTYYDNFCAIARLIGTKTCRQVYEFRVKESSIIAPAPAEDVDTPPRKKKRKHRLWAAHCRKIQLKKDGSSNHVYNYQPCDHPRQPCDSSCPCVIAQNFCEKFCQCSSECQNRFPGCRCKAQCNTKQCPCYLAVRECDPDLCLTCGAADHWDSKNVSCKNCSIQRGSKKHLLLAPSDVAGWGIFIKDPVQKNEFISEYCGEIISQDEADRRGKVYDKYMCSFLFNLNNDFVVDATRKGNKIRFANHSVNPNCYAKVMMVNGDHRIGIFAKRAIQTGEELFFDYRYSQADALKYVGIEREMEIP
An asterisk follows results filed as active; . = not tested or not shown. A portion of the library. The share of hits here may be higher or lower than overall.

SMILES	IDH1 R132H inh	PRC2 inh
O=C(Nc1cccc2ccccc12)c1ccccc1NS(=O)(=O)c1cccc2cccnc12	-0.7	.
C[C@@H]1CN([C@H](C)CO)C(=O)c2cc(-c3cccnc3)cnc2O[C@H]1CN(C)Cc1ccccc1	0.0	3.1
O=C(Cn1nc(-c2ccccc2)c2ccccc2c1=O)Nc1ccc(O)cc1	0.4	-18.8
C[C@H]1CN([C@@H](C)CO)C(=O)c2cc(NC(=O)C3CC3)ccc2O[C@H]1CN(C)S(=O)(=O)c1ccccc1	0.0	.
C[C@@H]1CN([C@@H](C)CO)C(=O)Cc2cc(NC(=O)NC3CCCCC3)ccc2O[C@H]1CN(C)Cc1ccc(Oc2ccccc2)cc1	2.7	.
O=C(Nc1ccc(Cl)c(Cl)c1)N[C@@H]1CC[C@H](CCn2cc(C3CC3)nn2)O[C@H]1CO	0.2	-4.1
O=C(C[C@H]1CC[C@@H](NS(=O)(=O)c2ccc(F)cc2)[C@@H](CO)O1)NCCN1CCCCC1	0.0	-5.5
O=C(NCc1ccco1)C1CC(c2ccccc2O)=NO1 (centres undefined)	-0.3	3.5
C[C@@H]1CN([C@H](C)CO)C(=O)c2cc(NC(=O)C3CCCCC3)ccc2O[C@@H]1CN(C)Cc1ccc(Oc2ccccc2)cc1	0.5	.
C[C@H](O)C#Cc1cnc2c(c1)C(=O)N([C@H](C)CO)C[C@H](C)[C@H](CN(C)Cc1cccc(F)c1)O2	0.2	8.1
CCCN1C[C@H](C)[C@H](OC)CN(C)C(=O)c2cc(NC(=O)C3CCOCC3)ccc2OC[C@H]1C	0.0	1.2
COc1cc(Br)c(/C=N/NC(=O)c2ccccc2O)cc1OC	0.4	67.1*
COCC(=O)N(C)C[C@H]1Oc2ncc(-c3ccc(F)cc3)cc2C(=O)N([C@@H](C)CO)C[C@H]1C	-2.1	-5.7
Cc1ccccc1S(=O)(=O)NCC[C@@H]1CC[C@H](NS(=O)(=O)c2ccccc2C)[C@@H](CO)O1	0.1	1.0
CC1OC(Oc2ccc(-c3cc(=O)c4c(O)cc(OC5OC(CO)C(O)C(O)C5O)cc4o3)cc2)C(O)C(O)C1O (centres undefined)	0.4	8.8
Cc1noc(C)c1NC(=O)N(C)C[C@@H]1Oc2ccc(NC(=O)NC(C)C)cc2C(=O)N([C@H](C)CO)C[C@@H]1C	2.8	.
C[C@@H]1CN([C@@H](C)CO)S(=O)(=O)c2ccc(C#CC3(O)CCCC3)cc2O[C@@H]1CN(C)C(=O)Nc1ccccc1	1.3	-3.9
C[C@@H]1CN([C@H](C)CO)C(=O)Cc2cc(NC(=O)C3CC3)ccc2O[C@H]1CN(C)Cc1ccc(C(=O)O)cc1	2.4	.
C[C@@H]1CN([C@@H](C)CO)C(=O)CCCn2cc(nn2)CO[C@@H]1CN(C)S(=O)(=O)c1ccc2c(c1)OCCCO2	-7.1	.
CCC(=O)Nc1ccc2c(c1)C(=O)N(C)C[C@@H](OC)[C@H](C)CN(Cc1cncnc1)[C@@H](C)CO2	0.2	6.1
C[C@@H]1CN([C@@H](C)CO)C(=O)c2cc(NC(=O)Nc3ccccc3)ccc2O[C@H]1CN(C)C	1.5	-5.1
C[C@H](CO)N1C[C@H](C)[C@@H](CN(C)C(=O)Nc2ccccc2)OCCCC[C@H](C)Oc2ccc(N(C)C)cc2C1=O	-0.5	-7.8
Cc1noc(C)c1NC(=O)Nc1ccc2c(c1)C(=O)N([C@H](C)CO)C[C@@H](C)[C@@H](CN(C)Cc1ccc(-c3ccccc3)cc1)O2	-0.3	-9.1
C[C@H](CO)N1C[C@H](C)[C@@H](CN(C)C(=O)CC2CC2)Oc2cc(-c3cccnc3)ccc2S1(=O)=O	2.7	2.9
CN(C)C(=O)C[C@@H]1C[C@@H]2c3cc(NC(=O)c4cccnc4)ccc3O[C@@H]2[C@H](CO)O1	-0.8	-1.8

Continued, overlapping the part above by 3 compounds.
SMILES	IDH1 R132H inh	PRC2 inh
Cc1noc(C)c1NC(=O)Nc1ccc2c(c1)C(=O)N([C@H](C)CO)C[C@@H](C)[C@@H](CN(C)Cc1ccc(-c3ccccc3)cc1)O2	-0.3	-9.1
C[C@H](CO)N1C[C@H](C)[C@@H](CN(C)C(=O)CC2CC2)Oc2cc(-c3cccnc3)ccc2S1(=O)=O	2.7	2.9
CN(C)C(=O)C[C@@H]1C[C@@H]2c3cc(NC(=O)c4cccnc4)ccc3O[C@@H]2[C@H](CO)O1	-0.8	-1.8
Cn1c(SCC(=O)N2c3ccccc3CCc3ccccc32)nnc1-c1ccc(Cl)cc1Cl	-0.5	0.3
Cc1noc(C)c1NC(=O)Nc1ccc2c(c1)CC(=O)N([C@@H](C)CO)C[C@H](C)[C@H](CN(C)Cc1ccc(-c3ccccc3)cc1)O2	0.3	.
CO[C@H]1CN(C)C(=O)c2ccc(NC(=O)c3ccccc3F)cc2OC[C@@H](C)N(CC2CCOCC2)C[C@H]1C	-0.3	-11.8
C/C=C/c1ccc2c(c1)O[C@@H](CN(C)C(=O)C1CCCCC1)[C@@H](C)CN([C@@H](C)CO)S2(=O)=O	-6.1	4.7
C[C@H](NC(=O)C[C@H]1C[C@@H]2c3cc(NC(=O)CC4CC4)ccc3O[C@@H]2[C@@H](CO)O1)c1ccccc1	-0.3	-0.4
COCC(=O)N(C)C[C@H]1Oc2ncc(C#Cc3ccc(F)cc3)cc2C(=O)N([C@@H](C)CO)C[C@@H]1C	0.9	-9.4
COc1ccc(NC(=O)N(C)C[C@@H]2Oc3ncc(C#CC(C)C)cc3C(=O)N([C@H](C)CO)C[C@@H]2C)cc1	1.4	-10.6
C[C@@H]1CN([C@@H](C)CO)C(=O)c2cccc(NS(=O)(=O)c3cn(C)cn3)c2O[C@H]1CN(C)S(=O)(=O)c1cn(C)cn1	0.9	.
CC(C)CC#Cc1ccc2c(c1)O[C@H](CN(C)S(=O)(=O)c1ccc(F)cc1)[C@@H](C)CN([C@@H](C)CO)S2(=O)=O	-2.2	1.8
COc1ccc(NC(=O)N(C)C[C@@H]2OCc3ccccc3-c3ccccc3C(=O)N([C@@H](C)CO)C[C@@H]2C)c(OC)c1	.	-3.4
COC(=O)c1cc(NC(=O)COc2ccccc2Cl)cc(C(=O)OC)c1	0.7	-13.8
C/C=C/c1ccc2c(c1)O[C@@H](CN(C)C(=O)Cc1ccncc1)[C@H](C)CN([C@@H](C)CO)S2(=O)=O	6.6	.
CO[C@H]1CN(C)C(=O)c2cc(NC(=O)c3cc(C)on3)ccc2OC[C@H](C)N(CC2CC2)C[C@H]1C	0.1	2.4
Cc1sc2nc(SCc3n[nH]c(=S)n3-c3ccccc3)nc(N)c2c1C	2.8	.
CCCN(C)C[C@@H]1OCc2cn(nn2)CCCC(=O)N([C@H](C)CO)C[C@@H]1C	2.7	.
CCOc1ccc2nc(NS(=O)(=O)c3ccc4c5c(cccc35)C(=O)N4)sc2c1	1.8	.
COCC(=O)Nc1ccc2c(c1)[C@@H]1C[C@H](CC(=O)NCc3ccccc3)O[C@H](CO)[C@@H]1O2	-1.2	3.7
C[C@H](NC(=O)C[C@@H]1C[C@@H]2c3cc(NC(=O)C4CCOCC4)ccc3O[C@@H]2[C@H](CO)O1)c1ccccc1	0.5	-1.9
CC(C)c1cn(CC[C@@H]2CC[C@H](NS(=O)(=O)Cc3ccccc3)[C@H](CO)O2)nn1	0.4	-4.3
C[C@@H]1CCCCO[C@@H](CN(C)Cc2ccccc2)[C@@H](C)CN([C@H](C)CO)C(=O)c2cc(NS(C)(=O)=O)ccc2O1	0.5	-14.9
C[C@@H]1CN([C@H](C)CO)C(=O)Cc2cc(NC(=O)CCCCCC(=O)Nc3ccccc3N)ccc2O[C@H]1CN(C)S(=O)(=O)c1cccs1	-0.1	-10.1
COC(=O)[C@H](Cc1ccc(N=[N+]=[N-])cc1)N1CC2=C[C@@H](C3CC3)n3c(=O)n(C)c(=O)n3[C@H]2[C@@H]1[C@@H](O)Cc1ccccc1	0.4	1.1
CCCC(=O)Nc1ccc2c(c1)C(=O)N(C)C[C@H](OC)[C@H](C)CN(C(=O)c1ccncc1)[C@H](C)CO2	0.3	0.4
CO[C@H]1CN(C)C(=O)c2ccc(NC(=O)C3CC3)cc2OC[C@@H](C)N(CCC(F)(F)F)C[C@@H]1C	0.0	12.9
C[C@@H]1CN([C@@H](C)CO)C(=O)Cc2cc(NS(=O)(=O)c3cn(C)cn3)ccc2O[C@H]1CN(C)Cc1ccc(-c2ccccc2)cc1	-0.7	.

Three structures from above, sorted by length of the SMILES, descending:
SMILES	IDH1 R132H inh	PRC2 inh
C[C@H](NC(=O)C[C@@H]1C[C@@H]2c3cc(NC(=O)C4CCOCC4)ccc3O[C@@H]2[C@H](CO)O1)c1ccccc1	0.5	-1.9
C/C=C/c1ccc2c(c1)O[C@@H](CN(C)C(=O)C1CCCCC1)[C@@H](C)CN([C@@H](C)CO)S2(=O)=O	-6.1	4.7
CO[C@H]1CN(C)C(=O)c2cc(NC(=O)c3cc(C)on3)ccc2OC[C@H](C)N(CC2CC2)C[C@H]1C	0.1	2.4

(list continues)
SMILES	IDH1 R132H inh	PRC2 inh
NC[C@@H]1O[C@H](C23CC4CC(CC(C4)C2)C3)Cc2c1ccc(O)c2O	4.1	-23.1
C[C@H](CO)N1C[C@H](C)[C@H](CN(C)S(=O)(=O)c2ccc(F)cc2)Oc2ccc(N(C)C)cc2CC1=O	-27.4	.
CC(C)CC#Cc1ccc2c(c1)O[C@@H](CN(C)Cc1ccccc1F)[C@H](C)CN([C@H](C)CO)S2(=O)=O	0.0	.
C[C@@H]1CCCCO[C@@H](CN(C)C(=O)C2CCCCC2)[C@H](C)CN([C@H](C)CO)C(=O)c2cc(NC(=O)CCC(F)(F)F)ccc2O1	1.0	.
CC(=O)C1=C(C)N(CC2CCCO2)C(=O)C1(NC(=O)c1ccc(C(C)(C)C)cc1)C(F)(F)F (centres undefined)	-0.2	-3.4
O=C(C[C@H]1CC[C@@H](NS(=O)(=O)c2ccccc2)[C@@H](CO)O1)NCc1ccccc1F	0.3	10.6
COc1cc(C[C@H]2COC(=O)[C@@H]2Cc2ccc(O)c(OC)c2)ccc1O	0.5	.
CC(=O)N(C)C[C@H]1Oc2ncc(C#Cc3ccncc3)cc2C(=O)N([C@@H](C)CO)C[C@@H]1C	9.1	-5.1
C[C@@H]1CN([C@H](C)CO)C(=O)Cc2cc(NC(=O)Nc3cccc4ccccc34)ccc2O[C@@H]1CN(C)Cc1ccc(-c2ccccc2)cc1	2.0	.
Cc1nnc(SCc2ccon2)n1-c1ccccc1	0.2	-1.1
C[C@@H]1CN([C@@H](C)CO)C(=O)c2cccc(NC(=O)C3CCCCC3)c2O[C@H]1CN(C)Cc1ccc(C(=O)Nc2ccccc2N)cc1	0.1	-10.0
C[C@@H]1CN([C@H](C)CO)C(=O)c2cc(NC(=O)NC3CCCCC3)ccc2O[C@@H]1CN(C)S(=O)(=O)c1ccc(Cl)cc1	2.0	-25.9
O=C1C[C@H](c2ccc(O)cc2)Oc2c1c(O)cc(O)c2[C@@H]1C(=O)c2c(O)cc(O)cc2O[C@H]1c1ccc(O)cc1	4.4	21.2
C[C@H](CO)N1C[C@H](C)[C@@H](CN(C)S(=O)(=O)c2cn(C)cn2)Oc2c(NC(=O)c3ccc(-c4nccs4)cc3)cccc2C1=O	-1.2	.
COc1cccc(CNC(=O)C[C@@H]2C=C[C@H](NS(=O)(=O)c3ccccc3OC)[C@@H](CO)O2)c1	0.2	-7.8
C[C@@H]1CN([C@H](C)CO)C(=O)c2cccc(NC(=O)C3CCCCC3)c2O[C@H]1CN(C)C(=O)Nc1ccc(F)cc1	1.7	.
C[C@@H]1CN([C@H](C)CO)C(=O)c2cc(NC(=O)CCCCCC(=O)Nc3ccccc3N)ccc2O[C@@H]1CN(C)Cc1ccc(Cl)c(Cl)c1	.	-1.9
C[C@H](CO)N1C[C@H](C)[C@@H](CN(C)C(=O)N[C@H](C)c2ccccc2)OCc2ccccc2-c2c(n(C)c3ccccc23)C1=O	.	-15.5
O=C1CN(/N=C/c2ccc(-c3ccc([N+](=O)[O-])cc3)o2)C(=O)N1	-2.1	3.8
C[C@@H](O)C#Cc1cnc2c(c1)C(=O)N([C@@H](C)CO)C[C@H](C)[C@H](CN(C)C(=O)CN(C)C)O2	.	2.5
CO[C@H]1CN(C)C(=O)c2cc(NS(=O)(=O)c3ccc(C)cc3)ccc2OC[C@H](C)NC[C@H]1C	0.2	6.5
COc1ccc(NC(=O)N(C)C[C@H]2Oc3ccc(NS(=O)(=O)c4ccc(OC)cc4)cc3CC(=O)N([C@@H](C)CO)C[C@@H]2C)cc1	-6.6	.
Nc1ncnc2c1cnn2-c1ccccc1	0.0	-5.6
C[C@@H]1CN([C@H](C)CO)C(=O)c2cc(-c3ccccc3F)cnc2O[C@H]1CN(C)C(=O)CN(C)C	-0.3	-10.1
COC(=O)CCCCCCC(=O)N/N=C/c1cc(OC)c(OC)cc1[N+](=O)[O-]	.	0.7
CC(C)NC(=O)Nc1cccc2c1O[C@@H](CN(C)C(=O)Nc1cccc3ccccc13)[C@@H](C)CN([C@H](C)CO)C2=O	.	11.8
C[C@H]1CCCCO[C@@H](CN(C)Cc2ccncc2)[C@@H](C)CN([C@@H](C)CO)C(=O)c2cc(NC(=O)Nc3ccc(F)cc3)ccc2O1	3.8	.
CO[C@H]1CN(C)C(=O)c2ccc(NC(=O)C3CC3)cc2OC[C@H](C)N(C(=O)Cc2ccccn2)C[C@@H]1C	-0.6	2.9
COc1cccc(C(=O)Nc2ccc3c(c2)C(=O)N(C)C[C@@H](OC)[C@@H](C)CN(C)[C@@H](C)CO3)c1	0.0	4.3
